EPAC1 ag: activates human EPAC1 exchange factor. O95398. AID 720707. 360,000 compounds, 0.073% hits. Potency, µM (highest dose often 154 µM), for inactives: at the top dose activation, hits mostly activators. EPAC1 agonist qHTS, biochemical assay; response scale: 100% = response to 6.5 mM cAMP; also: potency is read from the fitted curve at half-maximal effect; nearly all actives have a fitted effect of over 60% in size
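Multi-concentration qHTS readout: loss of Rap1B-bound BODIPY-GDP fluorescence driven by 100 nM EPAC1 with excess GDP (50 uM), monitored kinetically at room temperature; agonist response expressed relative to 6.5 mM cAMP.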
WRN inhibitor: blocks human WRN helicase; Q14191; WRN helicase unwinding, fluorescent forked duplex, kinetic; Potency, µM (highest dose often 114 µM), for inactives: at the top dose activity change, negative = inhibition, most hits filed as inhibitors; 360,000 compounds, 0.46% hits; AID 651768; also: potency is read from the fitted curve at half-maximal effect; % is scaled to controls: 0 for no effect and ±100 for the full control effect; nearly all actives have a fitted effect of over 55% in size
Target sequence (Q14191 whole entry, looked up): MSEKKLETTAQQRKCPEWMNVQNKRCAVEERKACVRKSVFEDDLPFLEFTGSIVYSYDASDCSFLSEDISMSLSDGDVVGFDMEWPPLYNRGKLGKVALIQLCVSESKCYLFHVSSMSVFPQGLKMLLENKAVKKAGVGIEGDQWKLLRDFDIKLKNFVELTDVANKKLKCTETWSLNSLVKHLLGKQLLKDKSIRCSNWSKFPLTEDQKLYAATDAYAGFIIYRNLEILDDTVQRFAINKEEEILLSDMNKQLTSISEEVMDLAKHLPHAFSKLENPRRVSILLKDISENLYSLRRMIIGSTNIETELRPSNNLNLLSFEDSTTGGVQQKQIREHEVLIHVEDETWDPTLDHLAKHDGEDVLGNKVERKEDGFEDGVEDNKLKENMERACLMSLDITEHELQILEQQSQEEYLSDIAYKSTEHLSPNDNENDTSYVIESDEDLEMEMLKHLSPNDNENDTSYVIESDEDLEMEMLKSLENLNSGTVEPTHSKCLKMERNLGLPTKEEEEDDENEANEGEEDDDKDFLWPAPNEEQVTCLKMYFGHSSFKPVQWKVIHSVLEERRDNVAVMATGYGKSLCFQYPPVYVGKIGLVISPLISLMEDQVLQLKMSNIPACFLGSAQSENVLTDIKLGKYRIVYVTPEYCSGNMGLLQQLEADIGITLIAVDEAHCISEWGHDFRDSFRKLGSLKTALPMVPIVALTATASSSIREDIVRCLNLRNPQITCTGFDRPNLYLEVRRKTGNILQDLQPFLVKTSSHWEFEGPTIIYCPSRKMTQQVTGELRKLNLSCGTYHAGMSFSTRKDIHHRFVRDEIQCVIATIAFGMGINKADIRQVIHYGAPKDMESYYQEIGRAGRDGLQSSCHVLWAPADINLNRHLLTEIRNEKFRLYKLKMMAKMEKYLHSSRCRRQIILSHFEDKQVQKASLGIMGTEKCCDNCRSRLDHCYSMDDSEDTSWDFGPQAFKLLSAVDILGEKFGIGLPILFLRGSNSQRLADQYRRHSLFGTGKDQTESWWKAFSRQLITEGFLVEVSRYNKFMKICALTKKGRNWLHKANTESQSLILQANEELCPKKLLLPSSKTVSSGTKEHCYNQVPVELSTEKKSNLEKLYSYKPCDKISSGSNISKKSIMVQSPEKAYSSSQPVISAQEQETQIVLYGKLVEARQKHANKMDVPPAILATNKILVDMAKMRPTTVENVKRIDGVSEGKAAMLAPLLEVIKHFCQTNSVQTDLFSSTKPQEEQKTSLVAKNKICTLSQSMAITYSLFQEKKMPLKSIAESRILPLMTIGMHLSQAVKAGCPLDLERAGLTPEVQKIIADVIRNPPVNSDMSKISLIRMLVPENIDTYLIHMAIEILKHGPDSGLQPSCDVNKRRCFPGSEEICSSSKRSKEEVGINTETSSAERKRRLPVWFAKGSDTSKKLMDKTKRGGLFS
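Screening of the MLSMR collection measured strand separation of a quenched forked DNA duplex (100 nM) by 20 nM WRN with 2 mM ATP, all final. Compounds were preincubated with enzyme 15 min at room temperature.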
Mm-Cpn inhibitor: inhibitors of Methanococcus maripaludis chaperonin (MmCpn). purified Mm-Cpn ATPase, ADP Transcreener TR-FRET. Potency, µM (top dose mostly 76.9 µM), for inactives: at the top dose activity, negative = inhibition, most hits filed as inhibitors. 330,000 compounds, 0.031% hits. AID 504842; also: potency is read from the fitted curve at half-maximal effect; % is scaled to controls: 0 for no effect and ±100 for the full control effect; nearly all actives have a fitted effect of over 80% in size
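TR-FRET (320 nm excitation; 590 and 665 nm emission) reports ADP made from 10 uM ATP by 25 nM enzyme; compounds were preincubated 10 min, reaction run 30 min, both at 37°C.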
EPAC2 antag: antagonists of human EPAC2 | Q8WZA2 | EPAC2 GEF exchange of Rap1B-BODIPY-GDP, fluorescence | Potency, µM (highest dose often 114 µM), without a hit: at the top dose activity, negative = inhibition, most hits filed as inhibitors | 360,000 compounds, 0.18% hits | AID 720708; also: potency is read from the fitted curve at half-maximal effect; % is scaled to controls: 0 for no effect and ±100 for the full control effect; nearly all actives have a fitted effect of over 45% in size; many of its hits are not listed in these tables
EPAC1 antag: EPAC1 (human) antagonism | EPAC1 GEF assay, Rap1b-BODIPY-GDP exchange fluorescence | Potency, µM (doses to about 115 µM), inactives show top-dose activity change, negative = inhibition, actives largely listed as inhibitors | 360,000 compounds, 0.14% hits;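 also: potency is read from the fitted curve at half-maximal effect; plate controls were vehicle for no effect and positive control for full effect; nearly all actives have a fitted effect of over 50% in size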
PLK1 PBD block: PLK1 (human) polo-box domain binding inhibition. Plk1 PBD binding of FITC phosphopeptide, fluorescence polarization. Potency, µM, for the others: max response, negative = inhibition, actives largely listed as inhibitors. 360,000 compounds, 2.8% hits. AID 720504; also: potency is read from the fitted curve at half-maximal effect; series mostly up to about 57 µM; % is scaled to controls: 0 for no effect and ±100 for the full control effect; nearly all actives have a fitted effect of over 65% in size
CCT chaperon mod: modulators of cytosolic chaperonin (CCT/TRiC) activity; purified chaperonin ATPase assay, HTRF ADP detection, 30 min; activity change, % (no concentration beside the values), hits read low; 360,000 compounds, 0.3% hits; AID 651819; in the data active = activity change below about -30%; also: % is scaled to controls: 0 for no effect and ±100 for the full control effect
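Nucleotide hydrolysis assay: TRiC at 20–40 nM final (set by batch activity) with 10 uM ATP, 30 min at 37 °C, in presence of 76 uM compound. Detection by competitive ADP HTRF, 30 min ambient.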
PI5P4Ka inh: PI5P4K alpha (human) kinase inhibition; P48426; PI5P4Kalpha enzyme, ADP-Glo luminescence, 60 min; active compounds read low; max response, %; 330,000 compounds, 1.2% hits; active = max response of -50% or lower; inconclusive = between -30% and -50%; inactive = -30% or higher; also: value at the top dose of about 77 µM; % is scaled to controls: 0 for no effect and ±100 for the full control effect
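Compounds were pin-transferred onto PI5P4Kalpha and substrate in HEPES pH 7.4 buffer with EGTA, CHAPS and 5% DMSO. ATP (5 microM final) started the reaction, which ran 60 minutes at room temperature before ADP-Glo detection.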
* = called active by the depositor; ? = inconclusive; nt = not tested or not shown; [ ] = another dose, or the depositor's remark. Unless noted, calls follow the shape of the dose curve; as a rule, active = well fitted curve in the direction sought with a large enough effect; inconclusive = small, poorly fitted or top-dose-only effect, or another doubt; inactive = no such curve, though single readings can be large; an effect the other way counts as inactive or inconclusive. A portion of the library; the hit share may differ from the screen's.

SMILES | EPAC1 ag | WRN inhibitor | Mm-Cpn inhibitor | EPAC2 antag | EPAC1 antag | PLK1 PBD block | CCT chaperon mod | PI5P4Ka inh
O=C(NNc1ccccc1[N+](=O)[O-])Nc1ccccc1 | 1.5% | -2.8% | -2.8% | 12.0% | 5.9% | -8.9% | 0.9 | nt
C/C=C/c1cccc(-c2nc(C(=O)NC3CCC3)cc3c2[C@@H](CCO)N(S(=O)C(C)(C)C)C3)c1 (stereo not given in full) | -3.5% | 3.2% | nt | 5.8% | 9.5% | -19.1% | 1.4 | -2.1
CC(C)OCCCNC(=O)C(Cc1ccccc1)NS(=O)(=O)c1ccc2c(c1)CCC(=O)N2 (stereo not given) | -0.6% | 7.9% | -0.9% | 0.2% | 5.6% | -3.8% | -3.8 | -6.3
COc1ccc(Cc2c(-c3ccc(C)cc3)nc3c(C)cc(Br)cn23)c(C)c1 | -6.5% | -8.1% | nt | -12.2% | -13.7% | 5.4% | 1.0 | 15.3
COc1cccc(C(C)(O)c2nc(-c3ccccc3)cs2)c1 (stereo not given) | -4.3% | 3.4%[57.1 µM] | nt | ? | -28.2% | -13.3% | -3.5 | -3.1
COc1ccc(CNC(=O)C(OC(=O)c2cccs2)C(C)C)cc1 (stereo not given) | -0.2% | -1.2% | 2.0% | -2.5% | -3.5% | -4.1% | 1.2 | -1.3
CCO[C@@H]1OC(C(=O)O)=C[C@H](c2coc3ccccc3c2=O)[C@H]1CCCO | -17.9% | 9.8% | nt | 3.5% | 25.1% | -0.6% | 0.1 | -1.6
COc1cc(C(=O)OCCN2CCCCC2)ccc1O | 2.2% | 6.1% | 2.6% | -6.7% | 18.2% | -8.3% | 0.1 | -2.1
CN(CCC1CCOCC1)C(=O)CC1C(=O)NCCN1C/C=C/c1ccccc1 (stereo not given) | 4.6% | -0.1% | 2.0% | -1.9% | -0.6% | 1.5% | 1.0 | -1.4
Cc1ccc(S(=O)(=O)N2CCN(C(=O)Cc3ccccc3)CC2)cc1 | -0.3% | 3.2% | 0.1% | 9.9% | 11.2% | -1.7% | -1.7 | 3.1
O=[N+]([O-])C1=CC=C2C(=NC3(CCCCC3)N2O)C1=NCCc1ccccc1 | -2.0% | -1.1%[57.1 µM] | -2.9% | 4.6% | -16.1% | ? | -0.9 | -8.6
CCn1nc(NS(=O)(=O)c2ccccc2[N+](=O)[O-])c2cc3ccc(C)cc3nc21 | 0.0% | -9.0% | -0.5% | -16.3% | 7.4% | -14.1% | -5.1 | -3.2
Cc1cc2nnn(-c3nnc(-c4ccccc4)c4ccccc34)c2cc1C | 16.3% | 1.1% | 0.4% | -0.8% | -3.4% | -5.3% | -1.5 | 1.1
O=C(COC(=O)/C=C/c1ccco1)Nc1cc(S(=O)(=O)N2CCOCC2)ccc1Cl | -8.6% | -1.6%[11.6 µM] | 0.1% | -2.3% | -9.7% | -14.4% | 2.2 | -4.6
NC1=NC(=O)C2(COC(c3cccnc3)OC2)S1 (stereo not given) | 7.0% | 2.0% | 0.5% | -2.4% | -20.7% | 33.6µM* | -1.9 | 8.0
CCN(Cc1nc(-c2cccc(C)c2)no1)C(=O)c1ccc2c(c1)OCO2 | 13.9% | -7.0% | 1.0% | -9.1% | -6.1% | -7.8% | -0.1 | -7.0
COc1cccc(-c2nnc(-c3ccccc3NC(=O)c3ccc(C(C)(C)C)cc3)o2)c1 | -2.5% | 0.7% | -2.9% | 8.0% | 9.8% | 3.1% | -0.2 | -0.6
COc1ccc(C(=O)Nc2ncccc2C)cc1S(=O)(=O)N1CCCc2ccccc21 | 1.2% | -5.3% | 2.3% | 4.2% | 6.1% | -1.5% | -0.3 | 9.3
O=C(NC1CCCCC1)N1CCN(S(=O)(=O)c2ccc(F)cc2)CC1 | 1.2% | -6.3% | 0.4% | 0.5% | 8.1% | 5.9% | 0.1 | 7.1
OCCN(CCCn1c(C(F)(F)F)nc2ccccc21)c1nc(CN2CCCCC2)cs1 | -2.5% | -6.2% | 1.0% | -9.1% | -4.6% | 4.1% | -1.0 | 0.8
CCCNC(=O)c1onc(CS(=O)(=O)c2cccc(OC)c2)c1C(=O)NCCC | -4.9% | 11.5% | 0.3% | 9.0% | 3.3% | 4.8% | 0.3 | -3.3
O=C(CSc1nc2ccccc2s1)N/N=C/c1ccccc1C(=O)O | 6.3% | -1.8% | 0.0% | 0.0% | -2.7% | -9.8% | 0.7 | 0.6
Cc1cc2c(s1)c1cnn(Cc3ccccc3F)c(=O)c1n2C | 4.4% | 1.4% | -1.0% | 3.4% | -2.1% | -4.9% | -2.2 | 12.2
CCc1ccc(C(=O)NNC(=O)c2ccc3c(=O)n4c(nc3c2)CCC4)cc1 | -10.2% | 0.2% | -0.6% | 13.9% | 0.7% | 1.0% | 0.4 | -14.7
CCN1CCN(S(=O)(=O)c2ccc(Cl)c(C(=O)N(C)CCOc3ccc(Cl)cc3)c2)CC1 | -5.5% | 2.2% | -0.4% | 2.3% | 12.1% | -6.2% | 2.5 | 10.0
COc1ccc(CCN2CC(C(=O)N(C)Cc3ccc4nsnc4c3)CCC2=O)cc1 (stereo not given) | 6.2% | -15.7% | -3.8% | 7.8% | -6.0% | -2.0% | -0.2 | -0.8
Cc1nn(-c2nc3ccccc3[nH]2)c(N)c1-c1ccccc1 | 19.7% | -0.5% | -0.8% | -2.1% | 4.5% | -10.6% | -1.6 | 2.7
O=C1N[C@@H](Cc2ccccc2)COC(=O)[C@H](Cc2ccc(F)cc2)C/C=C\C[C@@H]1CC(=O)N(CCO)Cc1ccccc1 | -1.2% | -0.2% | -4.5% | 13.4% | -9.0% | -3.3% | -2.9 | -2.1
Cc1ccc(NC(=O)Cn2cc(S(=O)(=O)c3ccc(F)cc3)c(=O)c3cc(F)ccc32)cc1 | -15.0% | 3.2% | 0.2% | 6.9% | -1.3% | ? | 2.9 | -27.2
CC(=O)C1=C(C)Nc2ncnn2C1c1ccccc1Cl (stereo not given) | -0.3% | 4.7% | -0.1% | 10.4% | 13.9% | -9.4% | -1.8 | nt
CC(C)CCOC(=O)C1C2C=CC3(CN(Cc4cccs4)C(=O)C13)O2 (stereo not given) | -5.3% | 10.7% | 1.4% | 2.4% | -5.1% | -3.8% | 1.5 | 4.8
Cc1ccc(NC(=O)c2ccc(CSc3nnc(C)s3)cc2)cc1 | -1.5% | 4.0% | -0.6% | -0.1% | 2.6% | -2.5% | 1.0 | -9.1
C=CC[C@@H](CC(=O)N[C@H](CO)Cc1ccccc1)C(=O)N[C@H](COC(=O)[C@@H](CC=C)CC(=O)OC(C)(C)C)Cc1ccccc1 | -32.2%[inhibitor] | -5.3% | -9.9% | 9.0% | -18.7% | 2.5% | 1.8 | 7.2
O=C1CCC(C(=O)NCc2ccccc2)N1 (stereo not given) | 2.1% | 1.6% | 2.2% | 4.2% | -3.0% | 4.3% | -5.1 | -4.6
Cc1ccc(C(=O)Nc2ccccc2C(=O)N2CCOCC2)cc1[N+](=O)[O-] | 1.2% | -6.3% | -10.8% | -1.7% | -15.7% | -2.6% | -0.9 | -5.1
Nc1ccc(-c2c3ccccc3nc3ccccc23)cc1 | 12.9% | 1.7% | -9.9% | -8.8% | 7.2% | -3.6% | 1.0 | -3.4
C=CCSc1nc2c(c(=O)[nH]c(=O)n2C)n1Cc1ccccc1 | -3.4% | -2.7% | -0.1% | -18.3% | -5.8% | -13.4% | 1.4 | 7.1
O=C(N/N=C/c1cccc2cccnc12)[C@H]1C[C@@H]1c1ccccc1 | 21.2% | -29.2% | -1.2% | -10.2% | 1.6% | -1.1% | -2.4 | 12.8
CCn1c(SCC(=O)NC2CC2)nnc1-c1ccccc1 | 3.9% | 8.8% | nt | 0.3% | -6.2% | -1.1% | 1.1 | -4.8
C=CCNc1nc(C(=O)OCC(=O)c2ccc(Cl)cc2)cs1 | -0.8% | -28.4% | -29.2% | -8.5% | -20.1% | -25.6% | 1.8 | -20.4

Profiles as entered above.
Listed for CCN1CCN(S(=O)(=O)c2ccc(Cl)c(C(=O)N(C)CCOc3ccc(Cl)cc3)c2)CC1 : EPAC1 ag = -5.5%; WRN inhibitor = 2.2%; Mm-Cpn inhibitor = -0.4%; EPAC2 antag = 2.3%; EPAC1 antag = 12.1%; PLK1 PBD block = -6.2%; CCT chaperon mod = 2.5; PI5P4Ka inh = 10.0
Listed for O=C(CSc1nc2ccccc2s1)N/N=C/c1ccccc1C(=O)O : EPAC1 ag = 6.3%; WRN inhibitor = -1.8%; Mm-Cpn inhibitor = 0.0%; EPAC2 antag = 0.0%; EPAC1 antag = -2.7%; PLK1 PBD block = -9.8%; CCT chaperon mod = 0.7; PI5P4Ka inh = 0.6

Later entries:
SMILES | EPAC1 ag | WRN inhibitor | Mm-Cpn inhibitor | EPAC2 antag | EPAC1 antag | PLK1 PBD block | CCT chaperon mod | PI5P4Ka inh
CCOc1ccc(OC(=O)c2cccnc2)cc1 | -1.0% | -0.2% | 2.8% | 15.8% | -3.2% | -5.9% | 1.2 | 4.5
CC(=O)OCC(=O)C1(O)CCC2C3CCC4=CC(=O)CCC4(C)C3(F)C(O)CC21C (stereo not given) | 1.2% | -25.7% | nt | 2.1% | -17.0% | -8.1% | -0.2 | -5.1
O=C(N[C@@H](Cc1ccccc1)C(=O)N1CCN(S(=O)(=O)c2ccccc2F)CC1)c1ccco1 | 1.8% | 0.7% | 0.8% | -1.7% | -18.3% | 2.2% | -5.3 | -5.0
COc1ccccc1NC(=O)CCCc1nc(-c2ccc(OC)c(OC)c2)no1 | -3.6% | -4.7% | 1.1% | -12.8% | -8.2% | -2.4% | 2.8 | 2.2
COc1ccc(-c2[nH][nH]c(=O)c2NC(=O)c2ccccc2Br)cc1 | -8.7% | 2.5% | nt | -0.8% | 2.7% | -11.1% | -1.2 | -9.5
COc1ccc2[nH]c(=O)c(CN(C(=O)c3cccnc3)c3ccccc3OC)cc2c1 | -5.7% | -4.0%[57.1 µM] | -2.1% | 1.3% | 9.9% | -4.9% | -0.9 | nt
CCCOC(=O)c1ccc(OCC(O)CN2CCN(C(=O)c3ccccc3)CC2)cc1 (stereo not given) | 10.0% | -29.3% | -7.5% | -6.6% | -2.4% | -8.3% | -3.0 | -9.0
COCCN(C(=O)C(C)C)c1nnc(-c2cccc(C)c2)s1 | 0.4% | 7.0% | -1.2% | -1.5% | -19.7% | -6.2% | -0.6 | 1.4
Cc1ccc(Sc2c(O)c3ccccc3n(C)c2=O)cc1 | 3.4% | 3.4% | -19.1% | -7.1% | -0.8% | -14.2% | 0.0 | -4.7
CCOc1ccc(Nc2nc3ccccc3n3nnnc23)cc1 | -2.6% | -4.5% | -0.2% | 0.7% | -11.7% | -3.4% | -3.1 | -8.4
